CYP2C19 activ – cytochrome P450 2C19 (human) activation. P33261. recombinant CYP2C19, luciferin-H EGE luminescence; active compounds read high; 0 = fully inhibited enzyme, 1 = untreated enzyme. activation factor at 5 µM. 96,000 tested, under 10 active. AID 1025;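 active = activation factor of at least 2 at 5 µM in the primary screen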;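 also: 0 = wells with 2.5 mM tranylcypromine and 1 = vehicle-only wells; values of inactives mirror those of a sister screen read the other way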
Pyk2 oligo antag – antagonists of human Pyk2 oligomerization; Q14289; Q293 cells, Pyk2 FERM NanoBiT luminescence; active compounds read low; z-score (the deposit names both 25 µM and 10 µM); hit rate 0.83% among 99,000;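 active = Z-score of -3 or lower, scaled per plate to the spread of control and sample wells; inactive = z-score above -3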;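 also: negative z-score means lost luminescence so less FERM oligomerization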
Target sequence (Q14289 whole entry, looked up): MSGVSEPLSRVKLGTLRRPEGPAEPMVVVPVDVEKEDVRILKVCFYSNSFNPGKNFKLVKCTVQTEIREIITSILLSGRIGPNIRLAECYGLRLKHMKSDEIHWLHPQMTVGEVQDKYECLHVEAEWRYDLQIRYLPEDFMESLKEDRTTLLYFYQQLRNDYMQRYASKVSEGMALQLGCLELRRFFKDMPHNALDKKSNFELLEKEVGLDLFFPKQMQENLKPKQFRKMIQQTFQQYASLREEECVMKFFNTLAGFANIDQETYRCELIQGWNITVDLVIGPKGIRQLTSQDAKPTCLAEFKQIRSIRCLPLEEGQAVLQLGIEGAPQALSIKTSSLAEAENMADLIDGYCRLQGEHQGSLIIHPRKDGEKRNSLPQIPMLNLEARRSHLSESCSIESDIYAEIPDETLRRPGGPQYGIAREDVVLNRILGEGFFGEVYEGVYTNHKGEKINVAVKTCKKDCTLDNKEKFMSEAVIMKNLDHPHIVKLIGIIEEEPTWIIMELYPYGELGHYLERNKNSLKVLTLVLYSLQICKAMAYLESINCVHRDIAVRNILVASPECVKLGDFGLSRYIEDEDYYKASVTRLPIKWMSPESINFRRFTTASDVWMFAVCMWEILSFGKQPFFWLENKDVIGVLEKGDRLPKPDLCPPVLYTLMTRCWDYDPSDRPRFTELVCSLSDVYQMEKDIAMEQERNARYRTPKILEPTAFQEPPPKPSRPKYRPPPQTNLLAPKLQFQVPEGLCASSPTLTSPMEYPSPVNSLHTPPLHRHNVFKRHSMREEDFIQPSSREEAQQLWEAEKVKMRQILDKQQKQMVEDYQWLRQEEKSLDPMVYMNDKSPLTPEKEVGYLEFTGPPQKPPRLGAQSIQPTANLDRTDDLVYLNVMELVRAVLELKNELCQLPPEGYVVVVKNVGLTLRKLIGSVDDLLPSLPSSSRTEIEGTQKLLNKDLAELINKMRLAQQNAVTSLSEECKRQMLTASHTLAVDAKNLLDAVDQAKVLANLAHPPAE
PLAP activator – activates human placental alkaline phosphatase; P05187; purified PLAP enzyme, luminescent substrate read-out; active compounds read high; activation fold at 20 µM; hit rate 1.2% among 96,000; AID 696; in the data active = activation fold above about 2
CD11b adhes inh – inhibitors of human CD11b/CD18 binding to fibrinogen; P05107+P11215; K562 CD11b/CD18 adhesion to fibrinogen, ATPlite luminescence; Mn2+ added to activate the integrin; inhibition, % at 10 µM; hit rate 0.54% among 93,000; AID 1497;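 active = primary inhibition of 50% or more at 10 µM, then 40% or more on retest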; also: some results filed as inactive read as strong as hits
CYP2C9 inhib – blocks human cytochrome P450 2C9; inhibition, % at 5 µM; CYP2C9 Supersomes, luciferin-H conversion, luminescence; hit rate 20% among 96,000;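 active = blocking of liver enzyme CYP2C9 beyond about 50% at 5 µM, limit read from the data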; also: values of inactives mirror those of a sister screen read the other way
MT1-MMP txn act – activates MT1-MMP transcription; AID 750; activation factor at 10 µM; hit rate 0.16% among 86,000; HT1080 MT1-MMP promoter luciferase reporter, luminescence, overnight; active compounds read high;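 active = activation factor of at least 2 for MT1-MMP transcription at 10 µM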
CYP2C19 inh – blocks human cytochrome P450 2C19 | P33261 | CYP2C19 Supersomes, luciferin-H EGE luminescence, 30 min | inhibition, % at 5 µM | hit rate 21% among 96,000 | AID 778;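 active = CYP2C19 inhibition above a set limit at 5 µM in the primary screen, cut at about 50% in these data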;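 also: plate controls were negative control wells for no effect and 2.5 mM tranylcypromine positive control for full effect; values of inactives mirror those of a sister screen read the other way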
CYP2C9 activ – increases human cytochrome P450 2C9 activity; hit rate 1.4% among 96,000; activation factor at 5 µM; recombinant CYP2C9, luciferin-H conversion, luminescence; active compounds read high; factor 1 = untreated enzyme, 0 = blocked; P11712;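 active = activation factor of 2 or more for CYP2C9 at a 5 µM dose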;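 also: 0 = sulfaphenazole-blocked wells and 1 = vehicle-only wells; values of inactives mirror those of a sister screen read the other way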
CD11b adhes enh – enhancers of human CD11b/CD18 binding to fibrinogen | hit rate 0.07% among 93,000 | activation, % at 10 µM | AID 1499 | K562 CD11b/CD18 adhesion to fibrinogen, ATPlite luminescence;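 active = 10 µM primary screen giving 50% or more activity, confirmed by 40% or more on retest at that dose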; also: strong numbers were not always called active; reference of the scale not given here
The depositor's hits bear a star; / = not tested or not shown.

Labels used below: A = CYP2C19 activ; B = Pyk2 oligo antag; C = PLAP activator; D = CD11b adhes inh; E = CYP2C9 inhib; F = MT1-MMP txn act; G = CYP2C19 inh; H = CYP2C9 activ; I = CD11b adhes enh
mol: O=C(CC12CC3CC(CC(C3)C1)C2)N1CCCC1
  A: 0.9; B: 0.92; C: 1; D: -4; E: -3; F: 1; G: 14; H: 1; I: -1

mol: O=C(Nc1ccc(OC(=O)c2ccncc2)cc1)c1ccncc1
  A: 0.9; B: 0.94; C: 0.8; D: /; E: 34; F: 1; G: 7; H: 0.7; I: /

mol: CCc1ccc(Nc2nc(N)nc(CSc3nnnn3-c3ccccc3)n2)cc1
  A: 0.9; B: -1.3; C: 1.4; D: 17; E: 12; F: 1.1; G: 10; H: 0.9; I: 1

mol: CCOC(=O)CNC(=O)Cn1cnc2ccc(S(=O)(=O)N3CCC(C)CC3)cc2c1=O
  A: 1.1; B: 0.28; C: 1; D: 3; E: 23; F: 1; G: -9; H: 0.8; I: -6

mol: CN(C)c1ccc(C(=O)OCC(=O)Nc2ccc(S(N)(=O)=O)cc2)cc1
  A: 1; B: -0.36; C: 0.8; D: -2; E: 9; F: 1.1; G: 1; H: 0.9; I: -1

mol: N#Cc1ccc(-c2ccc(Cl)cc2)nc1Oc1ccc(F)cc1
  A: 0.6; B: 0.6; C: 0.9; D: -10; E: 7; F: /; G: 42; H: 0.9; I: 0

mol: Cc1ccc(OC(C)c2nnc(N)s2)cc1Cl (centres undefined)
  A: 0.3; B: 0.34; C: 0.7; D: 33; E: 48; F: 1; G: 68*; H: 0.5; I: 3

mol: Cc1ccc(OCCCC(=O)Nc2ccc(S(=O)(=O)Nc3cc(C)on3)cc2)cc1
  A: 0.9; B: 0.62; C: 1.7; D: -2; E: 48; F: 1; G: 7; H: 0.5; I: -2

mol: Cc1cccc(OCCCC(=O)Nc2ccccc2C(F)(F)F)c1
  A: 0.7; B: -0.71; C: 1; D: -4; E: 4; F: /; G: 34; H: 1; I: 9

mol: O=C(CSc1nnc(-c2ccc(Cl)cc2Cl)n1C1CCCCC1)NC1CCS(=O)(=O)C1 (centres undefined)
  A: 1.1; B: -0.13; C: 1.4; D: /; E: -6; F: 1.1; G: -9; H: 1.1; I: /

mol: CCOC(=O)N1CCC(NC(=O)c2ccc(NC(=O)C3CCCO3)cc2)CC1 (centres undefined)
  A: 0.9; B: 0.96; C: 1.2; D: 6; E: 8; F: 0.9; G: 11; H: 0.9; I: -1

mol: COc1cc(CNCc2cccs2)ccc1OCc1ccccc1
  A: 0.3; B: 0.04; C: 1.4; D: -8; E: 15; F: /; G: 67*; H: 0.8; I: 2

mol: O=C(Nc1ccc2nc(-c3ccccc3)[nH]c2c1)c1ccco1
  A: 0.4; B: -1.1; C: 0.9; D: -11; E: 58*; F: 1.6; G: 61*; H: 0.4; I: -4

mol: O=C(/C=C/N1CCOCC1)c1cc2ccccc2o1
  A: 0.9; B: 0.9; C: 1; D: 2; E: 77*; F: /; G: 9; H: 0.2; I: 3

mol: COCCNS(=O)(=O)c1cccc2cccnc12
  A: 0.9; B: /; C: 0.9; D: -19; E: -56; F: 1.1; G: 9; H: 1.6; I: 2

The last 4 records of the part before are carried over, then new ones follow.
Labels used below: A = CYP2C19 activ; B = Pyk2 oligo antag; C = PLAP activator; D = CD11b adhes inh; E = CYP2C9 inhib; F = MT1-MMP txn act; G = CYP2C19 inh; H = CYP2C9 activ; I = CD11b adhes enh
mol: COc1cc(CNCc2cccs2)ccc1OCc1ccccc1
  A: 0.3; B: 0.04; C: 1.4; D: -8; E: 15; F: /; G: 67*; H: 0.8; I: 2

mol: O=C(Nc1ccc2nc(-c3ccccc3)[nH]c2c1)c1ccco1
  A: 0.4; B: -1.1; C: 0.9; D: -11; E: 58*; F: 1.6; G: 61*; H: 0.4; I: -4

mol: O=C(/C=C/N1CCOCC1)c1cc2ccccc2o1
  A: 0.9; B: 0.9; C: 1; D: 2; E: 77*; F: /; G: 9; H: 0.2; I: 3

mol: COCCNS(=O)(=O)c1cccc2cccnc12
  A: 0.9; B: /; C: 0.9; D: -19; E: -56; F: 1.1; G: 9; H: 1.6; I: 2

mol: COc1ccc(CSc2nc(CSC)cc(N3CCOCC3)n2)cc1
  A: 0.5; B: -1.5; C: 1.1; D: -6; E: 31; F: /; G: 47; H: 0.7; I: -2

mol: COc1ccc(CC(=O)Nc2c3c(nn2-c2cccc(C)c2C)CS(=O)C3)cc1OC (centres undefined)
  A: 0.2; B: 1.2; C: 1.3; D: 6; E: 6; F: 1.2; G: 79*; H: 0.9; I: -1

mol: CC(C)C(=O)NC(NC(=S)Nc1cccc2cccnc12)C(Cl)(Cl)Cl (centres undefined)
  A: 0.5; B: -0.28; C: 0.9; D: /; E: 84*; F: /; G: 46; H: 0.2; I: /

mol: Clc1ccc(Sc2cc(N3CCOCC3)nc(-c3ccccc3)n2)cc1
  A: 0.7; B: 1.4; C: 0.9; D: /; E: 30; F: /; G: 27; H: 0.7; I: /

mol: N#C/C(C(=O)N1CCOCC1)=c1\s/c(=C/c2ccncc2)c(=O)n1-c1ccccc1
  A: 0.9; B: /; C: 1.2; D: -7; E: 8; F: 1.1; G: 9; H: 0.9; I: -2

mol: C=CCC(O)(CCN1CCCCC1)c1ccccc1 (centres undefined)
  A: 1.1; B: -0.17; C: 1.2; D: 20; E: -9; F: 1.1; G: -9; H: 1.1; I: 0

mol: CN1CCc2c(sc3nc(SCC(=O)N4CCOCC4)nc(N)c23)C1
  A: 0.9; B: 0.9; C: 0.8; D: -8; E: 18; F: 1; G: 7; H: 0.8; I: -3

mol: Cc1ccc(-n2nnnc2SCn2nnc3ccccc3c2=O)c(C)c1
  A: 0.7; B: -0.91; C: 0.9; D: 33; E: -66; F: 0.9; G: 30; H: 1.7; I: 1

mol: CCCN(Cc1ccccc1)S(=O)(=O)c1ccc(N2C(=O)CCC2=O)cc1
  A: 0.8; B: 1.1; C: 1; D: 3; E: 42; F: 1.1; G: 24; H: 0.6; I: -2

mol: Cc1occc1C(=O)Nc1cc(C(C)(C)C)on1
  A: 0.6; B: 0.4; C: 0.9; D: 1; E: 18; F: 0.9; G: 40; H: 0.8; I: 1

mol: COn1c(=O)c(-c2ccc(Cl)cc2)[n+]([O-])c2ccccc21
  A: 0.7; B: -0.15; C: 0.9; D: -14; E: -6; F: 1.1; G: 26; H: 1.1; I: 2

mol: Cc1cc(C)cc(-n2nnc(C(=O)NCc3ccccc3Cl)c2N)c1
  A: 0.9; B: -0.85; C: 1; D: /; E: -176; F: 1.2; G: 8; H: 2.8*; I: /

mol: CC(=O)OC(C#CCN1CCOCC1)c1ccccc1 (centres undefined)
  A: 1; B: -0.26; C: 0.9; D: -15; E: 7; F: /; G: 4; H: 0.9; I: 3

mol: Cc1ccc(S(=O)(=O)N2CCCC2C(=O)Nc2ccc(O)cc2)cc1 (centres undefined)
  A: 0.9; B: /; C: 1.1; D: -8; E: -45; F: 1.1; G: 9; H: 1.5; I: -2

mol: CCOC(=O)c1sc2nc(CC(=O)OC)nc(NCc3ccc(Cl)cc3)c2c1C
  A: 0.9; B: -1.4; C: 0.8; D: 35; E: 7; F: 0.9; G: 7; H: 0.9; I: 0

Additional entries:
Labels used below: A = CYP2C19 activ; B = Pyk2 oligo antag; C = PLAP activator; D = CD11b adhes inh; E = CYP2C9 inhib; F = MT1-MMP txn act; G = CYP2C19 inh; H = CYP2C9 activ; I = CD11b adhes enh
mol: COc1ccc(-n2nc(C(=O)NCC(=O)N3CCN(c4ccccn4)CC3)c3ccccc3c2=O)cc1
  A: 0.9; B: -0.83; C: 1.5; D: 21; E: 35; F: 1.4; G: 11; H: 0.6; I: -3

mol: Cc1ccc(-n2c(SCC(N)=O)nnc2-c2ccccn2)cc1C
  A: 0.9; B: -0.86; C: 1.1; D: -11; E: 1; F: 1.1; G: 7; H: 1; I: -2

mol: O=C(COCc1nc2ccccc2c(=O)[nH]1)NC1CCCC1
  A: 0.6; B: -0.12; C: 1; D: -10; E: 19; F: 1.2; G: 38; H: 0.8; I: -3

mol: CCn1c(=N)n(CC(=O)c2ccc(OC)cc2)c2ccccc21
  A: 1.1; B: -0.47; C: 0.8; D: -6; E: -6; F: /; G: -13; H: 1.1; I: 5

mol: COC(=O)Cc1c(C)nc2nc[nH]n2c1=O
  A: 1; B: -0.06; C: 1.2; D: -6; E: -18; F: 1.1; G: 5; H: 1.2; I: -3

mol: CCOC(=O)C(CCCOc1cccc(OC)c1)C(=O)OCC
  A: 0.1; B: -0.44; C: 1.6; D: -3; E: 82*; F: 1.4; G: 90*; H: 0.2; I: 4

mol: COc1nc(Oc2ccc(C(=O)OCC(N)=O)cc2)nc(N(C)C)n1
  A: 1.1; B: 0.47; C: 1.1; D: -7; E: -16; F: 1.1; G: -12; H: 1.2; I: 1

mol: CCOC(=O)C1=C(O)/C(=C/c2ccc(-c3ccccc3C(=O)O)o2)SC1=Nc1ccc(OC)cc1
  A: 1.2; B: 0.32; C: 1.5; D: -9; E: 11; F: /; G: -23; H: 0.9; I: 1

mol: O=C(c1ccco1)N1CCN(S(=O)(=O)Cc2ccc(Cl)cc2)CC1
  A: 0.2; B: 0.49; C: 1.1; D: 2; E: 31; F: 1.1; G: 78*; H: 0.7; I: 1

mol: COc1ccc(C2C(=O)N(CCc3ccccc3)CC(=O)N2C2CCCC2)cc1 (centres undefined)
  A: 0.8; B: 2.8; C: 1.1; D: /; E: 12; F: 1.2; G: 22; H: 0.9; I: /

mol: O=C1Nc2ccccc2/C1=N/c1sc2c(c1C(=O)NCCc1ccccc1)CCCC2
  A: 0.7; B: 0.52; C: 1.1; D: -6; E: 50; F: /; G: 26; H: 0.5; I: 0

mol: CC(C)CC(=O)N1CCN(Cc2ccc3c(c2)OCO3)CC1
  A: 0.8; B: -0.3; C: 1.3; D: 8; E: -1; F: 1.1; G: 17; H: 1; I: -3

mol: Cc1cc(C)n(-c2nncn2NC(=O)c2ccc(Cl)cc2O)n1
  A: 0.9; B: -0.69; C: 1.3; D: 15; E: 41; F: 1.1; G: 6; H: 0.6; I: 2

mol: N#CCCn1cc(/C=N/NC(=O)c2ccncc2)c(-c2ccccc2)n1
  A: 0.5; B: 0.1; C: 1.7; D: -49; E: 68*; F: /; G: 53*; H: 0.3; I: -1

mol: O=C(Nc1nccs1)c1ccc(Cl)s1
  A: 0.8; B: /; C: 0.9; D: 4; E: 38; F: 1.5; G: 24; H: 0.6; I: -4

(list continues)
Labels used below: A = CYP2C19 activ; B = Pyk2 oligo antag; C = PLAP activator; D = CD11b adhes inh; E = CYP2C9 inhib; F = MT1-MMP txn act; G = CYP2C19 inh; H = CYP2C9 activ; I = CD11b adhes enh
mol: COC(=O)c1ccc(Cn2cnc3c(cnn3-c3ccc(F)cc3)c2=O)o1
  A: 0.8; B: 1.9; C: 0.9; D: -4; E: 50*; F: 1.1; G: 15; H: 0.5; I: -2

mol: COc1cc(/C=C(\C#N)c2[nH]nc(N)c2C#N)cc(OC)c1O
  A: 1.1; B: -2.7; C: 1; D: -18; E: 10; F: 1.1; G: -7; H: 0.9; I: -2

mol: CCOc1ccccc1OC(=O)c1ccco1
  A: 0.8; B: -0.31; C: 1; D: 1; E: 13; F: 1; G: 20; H: 0.9; I: -1

mol: CCOC(=O)c1ccc(NS(=O)(=O)c2cc(-c3nnnn3C(C)C)ccc2OC)cc1
  A: 0.1; B: -0.81; C: 1.6; D: 59; E: 91*; F: 1.1; G: 90*; H: 0.1; I: 4

mol: CCCCn1c(N)c(-c2nc3ccccc3s2)c2c([N+](=O)[O-])nn(CC)c(=O)c21
  A: 1.1; B: -1.2; C: 0.8; D: 17; E: 68*; F: 1.2; G: -15; H: 0.3; I: 0

High-throughput results deposited in PubChem BioAssay by Sanford-Burnham Center for Chemical Genomics.
